# Screens: PubChem, several laboratories
# Wnt act: Wnt/beta-catenin pathway activation | Wnt/beta-catenin reporter cell assay, activator, plate reader | activation, % at 9.35 µM | 300,000 compounds, 1.2% hits; in the data active means activation above about 30%, passing the limit was not always enough;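 further: 0% = neutral control wells and 100% = positive control wells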
# OPRM1-OPRD1 ag: OPRM1-OPRD1 heterodimerization agonism. P35372+P41143. cells, luminescence. activation, % at 9.3 µM. 340,000 compounds, 0.3% hits; in the data active means activation above about 18%;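 further: 0% = vehicle-treated cells and 100% = reference agonist; values of inactives mirror those of a sister screen read the other way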
# Target sequence (P35372 whole entry, looked up): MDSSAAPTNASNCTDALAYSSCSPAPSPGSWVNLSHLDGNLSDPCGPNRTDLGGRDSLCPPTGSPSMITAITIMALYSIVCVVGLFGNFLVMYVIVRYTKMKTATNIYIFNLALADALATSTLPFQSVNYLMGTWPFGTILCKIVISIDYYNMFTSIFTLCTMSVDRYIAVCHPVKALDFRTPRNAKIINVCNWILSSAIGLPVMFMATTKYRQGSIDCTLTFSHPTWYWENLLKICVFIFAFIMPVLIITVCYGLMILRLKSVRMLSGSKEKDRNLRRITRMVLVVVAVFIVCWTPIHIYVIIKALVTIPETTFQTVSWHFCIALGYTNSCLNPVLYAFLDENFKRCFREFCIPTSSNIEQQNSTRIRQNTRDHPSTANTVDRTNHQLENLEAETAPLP
# Target sequence (P41143 whole entry, looked up): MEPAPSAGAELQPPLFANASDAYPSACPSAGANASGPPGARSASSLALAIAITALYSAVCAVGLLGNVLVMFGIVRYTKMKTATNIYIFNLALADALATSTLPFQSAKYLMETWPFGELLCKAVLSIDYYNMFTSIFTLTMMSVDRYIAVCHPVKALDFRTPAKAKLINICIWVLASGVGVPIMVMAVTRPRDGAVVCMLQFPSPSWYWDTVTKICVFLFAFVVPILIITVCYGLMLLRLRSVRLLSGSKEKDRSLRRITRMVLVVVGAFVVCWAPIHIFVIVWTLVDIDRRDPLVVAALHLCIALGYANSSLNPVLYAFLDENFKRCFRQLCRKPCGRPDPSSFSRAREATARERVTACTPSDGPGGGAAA
# Pemphigus Ab inh: inhibitors of pemphigus antibody binding to human desmoglein-3. 310,000 compounds, 0.48% hits. P32926. AID 588358. binding (percent of control), % at 10 µM. DSG3-coupled beads, scFv-anti-DSG3-GFP binding, flow cytometry; hits give low values;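 active means binding more than 3 SD below its plate's average and above zero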;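 further: hits lower antibody fragment binding to DSG3; some compounds called inactive have numbers as strong as hits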
# MOR-DOR inv ag: mu-delta opioid heterodimer inverse agonism. cell-based MOR-DOR heterodimer luminescence. inhibition, % at 9.3 µM. 340,000 compounds, 0.21% hits. AID 504357; in the data active means inhibition above about 22%, passing the limit was not always enough;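 further: 0% = cells with DMSO and 100% = wells without cells with DMSO; values of inactives mirror those of a sister screen read the other way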
# RTF Ca sens act: cardiac RTF calcium sensitization | IANBD-labeled TnC RTF fluorescence at EC20 calcium; 0% EC20 calcium, 100% full calcium | 340,000 compounds, 0.24% hits | activation, % at 7.2 µM | P19429+P45379;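 active means activation above the mean over all tested compounds plus 3 SD, cut at about 30% in these data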;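 further: rise in fluorescence read as greater calcium sensitivity of cardiac thin filaments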
# Cardiac RTF inh: cardiac RTF calcium desensitization. P19429+P45379. IANBD-labeled cardiac RTF, Ca2+ fluorescence. inhibition, % at 7.15 µM. 340,000 compounds, 0.12% hits. AID 493244;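 active means inhibition above the mean inhibition of all tested compounds plus 3 SD, cut at about 17% in these data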;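 further: assay run at fixed EC70 calcium of 1.6 mM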
# LANA DNA inh: inhibitors of KSHV LANA C-terminal domain DNA binding | MBP-C-LANA/FAM-LBS DNA binding, fluorescence polarization | inhibition, % at 9 µM | AID 504423 | 340,000 compounds, 0.078% hits;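 active means highest replicate inhibition at or above 60% at 9 µM, even if other replicates fall short; inactive means all replicates below 60% inhibition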;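 further: 0% = neutral control wells and 100% = 4 µM acridine orange control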
# V-ATPase pH: alters yeast V-ATPase proton transport; response, % at 10 µM; 350,000 compounds, 0.37% hits; AID 504577; S. cerevisiae, pHLuorin cytosolic pH fluorescence; in the data active means response mostly above about 7.3%, no sharp cut-off; inactive means mostly below about 5.4%; further: actives read high; inactives centre near 0; some compounds called inactive have numbers as strong as hits; reference of the scale not given here
# Arr AP2 block: inhibitors of human beta-arrestin and AP2 interaction | FITC-arrestin peptide / GST-AP2 beads, flow cytometry; AP2 beta2 appendage carries R879A mutation | inhibition, % at 10 µM | 340,000 compounds, 0.31% hits | AID 504490;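 active means inhibition above a set limit, near 3 SD of compounds lacking own fluorescence, cut at about 54% in these data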;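 further: plate controls were DMSO wells for no effect and 5 µM unlabelled arrestin peptide for full effect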
#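 System: GST-AP2 R879A glutathione beads | Also added: FITC-arrestin peptide, 50 nM | Times: 12 min plus 1 h, RT | Signal: Bead flow cytometry, FITC channel | Buffer or medium: PBS with 0.05% Tween 20 and 0.1% BSA | Read-out basis: Percent drop in bead-associated FITC signal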
# Keap1 Nrf2 FP: Keap1-Nrf2 (human) interaction inhibition; Keap1 Kelch-Nrf2 peptide fluorescence polarization, 1536-well; inhibition, % at 9.4 µM; 340,000 compounds, 0.15% hits; AID 504523; in the data active means inhibition above about 12%;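 further: human Keap1 Kelch domain with fluorescein labeled Nrf2 9mer peptide probe; 0% = neutral control wells and 100% = peptide positive control; higher means more block of Keap1 binding to Nrf2 peptide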
# Numbers without * were called inactive; / = not tested or not shown.
SMILES,Wnt act,OPRM1-OPRD1 ag,Pemphigus Ab inh,MOR-DOR inv ag,RTF Ca sens act,Cardiac RTF inh,LANA DNA inh,V-ATPase pH,Arr AP2 block,Keap1 Nrf2 FP
Cc1ccc(-n2ncc(C(=O)Nc3ccc(Cl)cc3)c2C2CCNCC2)cc1C,-6,-4.7,98,23,-5,1,-0.5,-3,8,3
Cc1cccc(Nc2nnc(SCC(=O)Nc3ccc(C(=O)O)cc3)s2)c1,4,-0.7,111,3,0,-6,0.0,1,-17,0
Cc1ccc(OCCNC(=O)/C=C/c2ccco2)cc1C,-1,-2.4,108,12,-5,-4,0.9,-1,4,-5
CC(C)CC(=O)NC(=S)N(Cc1ccccc1)Cc1ccccc1,/,1.3,95,-8,-3,-18,-0.3,-2,2,-6
COc1cc(NC(=O)c2ccco2)c(OC)cc1NC(=O)Nc1ccccc1Cl,0,1.1,102,-7,-4,1,2.2,-1,-5,0
O=C(CNC(=O)c1cccs1)NCCc1ccco1,-2,-2.3,99,9,0,-8,-0.3,1,4,-3
Cc1cc(=O)[nH]c(SCC(=O)Nc2nc3ccccc3s2)n1,1,-2.7,92,12,1,-10,1.9,-4,-4,-5
COc1ccccc1OCCCOc1ccc([N+](=O)[O-])cc1Cl,-2,2.1,/,-9,-5,-7,-0.2,-1,0,1
CCSc1nc(-c2ccccc2)cc(=O)[nH]1,0,-1.7,94,10,-1,10,-0.1,-4,30,-4
COC(=O)c1cc(OC)c(OC)cc1NC(=O)CC1CCCCC1,-3,8.0,100,-45,-1,-4,0.0,-1,-4,-7
COc1ccc(-c2nc(CN3CCCCC3c3nccn3C)c(C)o2)c(C)c1C (centres undefined),-3,-0.9,102,5,1,0,0.0,0,-8,1
O=S(=O)(c1ccccc1Cl)N1CCCC1c1nc(-c2ccccc2Cl)no1 (centres undefined),/,2.8,100,-17,-5,7,-1.8,2,11,-4
CCCOc1ccc(/C(O)=C2/C(=O)C(=O)N(c3cc(C)on3)C2c2ccc(C(=O)OC)cc2)cc1 (centres undefined),/,-1.4,/,8,-8,-8,2.1,5,8,-2
O=C(COC(=O)c1ccc(Br)o1)NCc1ccco1,/,-3.7,102,18,-3,-2,-0.3,2,-2,-1
O=C(CN(Cc1cccs1)C(=O)CNS(=O)(=O)c1ccccc1)NCc1ccco1,/,-1.6,115,8,0,-4,3.5,2,9,-6
O=C1CN(C(=O)c2cccs2)c2ccccc2N1,-4,-1.2,100,6,6,-13,-2.5,0,-5,-6
COc1ccc(CC(=O)OCc2cc3cccc(C)c3[nH]c2=O)cc1,1,-0.2,98,1,-1,-2,2.5,-2,-7,0
CC(=O)CSc1nnc(-c2ccc(S(=O)(=O)N3CCOCC3)cc2)n1C,-2,-1.9,97,12,-8,4,0.5,1,2,1
Cn1nnnc1SCC(=O)NCc1ccccc1,/,-5.0,105,23,-9,-4,-0.8,-2,33,1
O=C(COc1ccccc1)Nc1c2c(nn1-c1ccc(F)cc1)CS(=O)(=O)C2,-2,0.6,112,-2,7,-11,-0.7,-2,37,3
COc1ccc(NS(=O)(=O)c2cc(NC(=O)/C=C/c3ccccc3OC)ccc2N2CCCCC2)cc1,-5,-0.8,85,5,-5,-2,-0.7,0,2,-5
Cc1nn(-c2ccccc2)c(C)c1/C=N/NC(=O)c1cc(-c2cccc3ccccc23)n[nH]1,-2,1.3,95,-9,-8,10,1.1,0,3,-8
COc1cc(Cl)c([C@@H]2C[C@H]3CN(c4ccccc4)C(=O)[C@]34CCCN24)cc1OC,2,1.2,119,-9,-5,-6,0.5,-2,16,0
C=C(C)CNC(=S)Nc1cccc(N)n1,1,-3.5,/,16,4,10,-0.7,-2,-32,-1
COC(=O)c1cn(C(=O)c2cc(Cl)ccc2Cl)c2ccccc12,0,0.5,110,-2,2,-3,-1.8,-4,13,-5

# Next section:
SMILES,Wnt act,OPRM1-OPRD1 ag,Pemphigus Ab inh,MOR-DOR inv ag,RTF Ca sens act,Cardiac RTF inh,LANA DNA inh,V-ATPase pH,Arr AP2 block,Keap1 Nrf2 FP
COc1ccc(C(=O)COC(=O)c2c(C)noc2C)cc1Cl,1,0.0,121,0,4,0,-2.2,-2,-3,-3
COc1cccc(NC(=S)NC(=O)c2cncc(Br)c2)c1,15,-4.6,103,23,2,-10,2.8,-5,14,2
CCCCN(C(=N)N1CCCCC1)c1nc(C)c([N+](=O)[O-])c(=O)[nH]1,1,-2.5,111,13,0,-21,0.0,4,7,-5
CC1CN(S(=O)(=O)c2cn(C)c(=O)n(C)c2=O)CC(C)O1 (centres undefined),-1,0.2,98,-1,1,-2,0.7,6,16,2
COc1cc([N+](=O)[O-])cc2cc(C(=O)N3CCCC3)c(=O)oc12,1,1.4,110,-10,-4,5,-0.1,-1,4,-1
COCCCN1C(=O)c2ccc(C(=O)OCC(=O)NCc3cccc(OC)c3)cc2C1=O,-2,-2.2,100,9,-3,-3,-0.3,3,-7,1
O=C(CSc1nc2ccccc2c(=O)[nH]1)N1CCN(c2ccccc2)CC1,0,-3.1,122,17,-5,1,-1.3,4,-8,0
CCOc1nc2cnccc2n(CC(=O)Nc2ccc(C)c(C)c2)c1=O,-1,-1.3,88,7,-2,-7,0.5,-2,34,-4
O=C(c1cc2ccccc2o1)N1CCN=C1SCc1cccc(F)c1,-2,-0.2,105,1,-6,-3,-1.0,-1,-2,-3
COc1ccc(Cn2ccnc2SCC(=O)Nc2nnc(C)s2)cc1,2,-2.9,107,10,0,-1,-0.4,4,-2,-2
COc1ccccc1C1=NOC(C)(c2nnc(Cc3ccccc3)o2)C1 (centres undefined),0,0.9,103,-5,2,-5,0.0,4,5,1
Cc1ccccc1N1C(=O)C(Oc2ccc(Cl)cc2)C1CNCC1CCCO1 (centres undefined),1,2.9,108,-21,-7,-2,0.2,-4,10,4
COc1ccc(CNC(=O)C(c2ccco2)N(C(=O)c2snc(C(N)=O)c2N)c2ccccc2OC)cc1 (centres undefined),-3,-2.5,110,14,-3,5,0.6,1,-4,-4
O=C(Oc1ccc(OC(=O)c2ccco2)c(S(=O)(=O)c2ccc(Br)cc2)c1)c1ccco1,/,1.9,98,-10,5,4,-1.3,2,1,-5
Cc1ccc(Nc2nc(NCCO)c3ccccc3n2)cc1C,13,10,103,-47,-5,0,-3.1,-1,3,-1
COc1ccc(Cl)cc1CN1CCN(c2nc(C)cc(C)c2C#N)CC1,/,3.1,/,-16,6,-17,8.4,-1,6,-4
CN(C(=O)c1ccc(Br)o1)C1(C)CCS(=O)(=O)C1 (centres undefined),-3,-4.2,98,21,-3,-4,0.4,3,7,-2
O=C1CCCN1C(=O)CSc1nnnn1-c1cccc(F)c1,-4,-1.2,101,6,-1,1,-0.9,0,-2,0
COC(=O)c1ccccc1NC(=O)c1ccc(NC(=O)C2CCCO2)cc1 (centres undefined),-2,-1.4,103,7,-5,3,-0.7,5,-4,6
C=CCN1C(=O)C2C(C(=O)NC3CCCC3)C3(C)C=CC2(O3)C1C(=O)NC1CCCC1 (centres undefined),3,-0.9,95,5,1,-1,0.3,-1,25,-3
CCOC(=O)N1CCC(NC(=O)CCc2c(C)nc3c(c(C)nn3-c3ccccc3)c2C)CC1,-2,2.0,97,-11,1,-8,-1.1,6,9,3
CC(=O)c1c(COC(=O)c2ccc(Cl)cc2)nc2ccccc2[n+]1[O-],-3,3.2,/,-16,3,2,1.4,1,7,4
COc1cc(C(=O)NCCc2cn3ccccc3n2)cc(OC)c1OC,1,-1.3,103,7,-8,-8,1.1,0,22,0
COc1cccc(CC(=O)NC2CCSc3ccccc32)c1 (centres undefined),-2,-0.2,93,1,2,0,0.7,0,4,1
CSc1ccc(CNCC2CCCO2)cc1 (centres undefined),1,-1.6,111,9,5,-13,-0.6,-3,-3,-5
COc1cccc(CNC(=O)c2cc(=O)[nH]c3ccc(S(=O)(=O)N4CCOCC4)cc23)c1,-9,-1.5,/,6,-4,-4,0.8,-2,8,-2
C=CCn1c(SCC(=O)Nc2cc(C)on2)nnc1C1COc2ccccc2O1 (centres undefined),0,0.1,123,0,-1,0,0.3,-2,-9,-7
CC(CCc1ccc(O)cc1)NCc1ccc(Cl)cc1Cl (centres undefined),1,2.9,124,-14,-2,8,1.6,-4,0,3
Cc1cccc2cc(CN(CC3CCCO3)C(=O)c3cccs3)c(=O)[nH]c12 (centres undefined),1,-1.1,97,6,-7,1,-2.6,3,-19,-3

# Compounds listed so far that have a nitro group on carbon:
SMILES,Wnt act,OPRM1-OPRD1 ag,Pemphigus Ab inh,MOR-DOR inv ag,RTF Ca sens act,Cardiac RTF inh,LANA DNA inh,V-ATPase pH,Arr AP2 block,Keap1 Nrf2 FP
COc1ccccc1OCCCOc1ccc([N+](=O)[O-])cc1Cl,-2,2.1,/,-9,-5,-7,-0.2,-1,0,1
CCCCN(C(=N)N1CCCCC1)c1nc(C)c([N+](=O)[O-])c(=O)[nH]1,1,-2.5,111,13,0,-21,0.0,4,7,-5
COc1cc([N+](=O)[O-])cc2cc(C(=O)N3CCCC3)c(=O)oc12,1,1.4,110,-10,-4,5,-0.1,-1,4,-1

# Compounds above that have an NH in an aromatic ring (8):
SMILES,Wnt act,OPRM1-OPRD1 ag,Pemphigus Ab inh,MOR-DOR inv ag,RTF Ca sens act,Cardiac RTF inh,LANA DNA inh,V-ATPase pH,Arr AP2 block,Keap1 Nrf2 FP
Cc1cc(=O)[nH]c(SCC(=O)Nc2nc3ccccc3s2)n1,1,-2.7,92,12,1,-10,1.9,-4,-4,-5
CCSc1nc(-c2ccccc2)cc(=O)[nH]1,0,-1.7,94,10,-1,10,-0.1,-4,30,-4
COc1ccc(CC(=O)OCc2cc3cccc(C)c3[nH]c2=O)cc1,1,-0.2,98,1,-1,-2,2.5,-2,-7,0
Cc1nn(-c2ccccc2)c(C)c1/C=N/NC(=O)c1cc(-c2cccc3ccccc23)n[nH]1,-2,1.3,95,-9,-8,10,1.1,0,3,-8
CCCCN(C(=N)N1CCCCC1)c1nc(C)c([N+](=O)[O-])c(=O)[nH]1,1,-2.5,111,13,0,-21,0.0,4,7,-5
O=C(CSc1nc2ccccc2c(=O)[nH]1)N1CCN(c2ccccc2)CC1,0,-3.1,122,17,-5,1,-1.3,4,-8,0
COc1cccc(CNC(=O)c2cc(=O)[nH]c3ccc(S(=O)(=O)N4CCOCC4)cc23)c1,-9,-1.5,/,6,-4,-4,0.8,-2,8,-2
Cc1cccc2cc(CN(CC3CCCO3)C(=O)c3cccs3)c(=O)[nH]c12 (centres undefined),1,-1.1,97,6,-7,1,-2.6,3,-19,-3
